SENP8 inh – inhibitors of human SENP8 protease. recombinant SENP8, Nedd8 substrate fluorescence. 0.64% of 360,000 active. inhibition, % at 20 µM. AID 602440; in the data active means inhibition mostly above about 40%, no sharp cut-off; inactive means mostly below about 27%
Target sequence (Q96LD8 whole entry, looked up): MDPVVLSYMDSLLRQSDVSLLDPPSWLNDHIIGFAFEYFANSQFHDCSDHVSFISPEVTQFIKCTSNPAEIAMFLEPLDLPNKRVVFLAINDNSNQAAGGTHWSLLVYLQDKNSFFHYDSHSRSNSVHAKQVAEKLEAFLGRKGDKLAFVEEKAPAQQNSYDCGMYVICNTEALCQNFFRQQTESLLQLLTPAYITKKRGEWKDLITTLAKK
MPTP block – permeability transition pore inhibition; isolated mouse mitochondria, Ca2+ swelling absorbance, 30 min; inhibition, % at 10 µM; 1.4% of 360,000 active; AID 602449;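 active means inhibition of 50% or more, scaled per plate between neutral and stimulator controls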;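 further: 0% = DMSO wells given calcium and 100% = 1 mM EGTA wells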
PfGluPho inh – PfG6PD (Plasmodium falciparum) enzyme inhibition; PfGluPho enzyme, NADPH resazurin-diaphorase fluorescence; inhibition, % at 20 µM; 0.78% of 350,000 active;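 active means inhibition reaching at least a set limit at 20 µM in the primary screen, cut at about 59% in these data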;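 further: 0% = DMSO wells with substrate and 100% = DMSO wells lacking glucose-6-phosphate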
ATG4B inhibitor – blocks human ATG4B protease cleavage of LC3 substrate; ATG4B cleavage of LC3-PLA2, NBD-HPC fluorescence, 1 h; Q9Y4P1; 0.51% of 340,000 active; inhibition, % at 8.33 µM; in the data active means inhibition above about 40%
NR3A LBD binder – modulates the human NR3A ligand-binding domain; NR3A LBD differential scanning fluorimetry, Tm shift; 0% = protein alone, 100% = glycine-bound protein; Tm shift relative to glycine control, % at 25 µM; 2.5% of 340,000 active;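 active means melting temperature shift of at least 10% of the positive control shift, at one fixed dose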
SENP7 block – blocks the human protease SENP7; recombinant SENP7, Z-RLRGG-aminoluciferin luminescence, 40 min; inhibition, % at 5 µM; 1.5% of 330,000 active; AID 434973;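 active means inhibition above about 50% at the single test dose, limit read from the data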;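 further: plate controls were DMSO with enzyme for no effect and no enzyme buffer wells for full effect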
Target sequence (Q9BQF6 706-1050 limits assumed): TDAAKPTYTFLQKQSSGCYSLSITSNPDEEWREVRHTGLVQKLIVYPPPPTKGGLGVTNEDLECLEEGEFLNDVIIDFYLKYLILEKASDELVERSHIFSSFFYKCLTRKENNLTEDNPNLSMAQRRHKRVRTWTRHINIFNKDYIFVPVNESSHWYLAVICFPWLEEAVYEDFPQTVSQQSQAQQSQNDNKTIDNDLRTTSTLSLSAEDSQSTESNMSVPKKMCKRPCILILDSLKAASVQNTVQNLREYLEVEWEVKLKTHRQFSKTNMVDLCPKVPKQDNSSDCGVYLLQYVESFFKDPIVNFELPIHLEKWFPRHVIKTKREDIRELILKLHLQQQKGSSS
SENP6 block – blocks the human protease SENP6; Q9GZR1; Recombinant SENP6 catalytic domain, aminoluciferin luminescence; inhibition, % at 10 µM; 1.8% of 330,000 active; AID 2599;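 active means inhibition above about 50% at the single tested dose, limit read from the data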;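 further: plate controls were DMSO wells with enzyme for no effect and DMSO wells lacking enzyme for full effect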
Target sequence (Q9GZR1 628-1112 limits assumed): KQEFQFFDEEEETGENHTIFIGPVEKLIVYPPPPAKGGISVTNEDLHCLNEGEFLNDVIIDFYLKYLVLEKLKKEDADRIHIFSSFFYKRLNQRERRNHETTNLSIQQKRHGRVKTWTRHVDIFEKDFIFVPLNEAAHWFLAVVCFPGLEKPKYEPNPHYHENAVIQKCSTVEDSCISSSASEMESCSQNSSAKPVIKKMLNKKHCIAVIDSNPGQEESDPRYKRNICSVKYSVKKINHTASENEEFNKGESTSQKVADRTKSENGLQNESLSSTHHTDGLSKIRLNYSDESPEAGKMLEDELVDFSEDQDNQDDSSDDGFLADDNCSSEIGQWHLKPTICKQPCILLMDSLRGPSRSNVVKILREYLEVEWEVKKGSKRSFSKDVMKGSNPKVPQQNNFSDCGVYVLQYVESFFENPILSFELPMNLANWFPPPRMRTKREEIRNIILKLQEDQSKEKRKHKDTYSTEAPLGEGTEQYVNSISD
HKDC1 inh – inhibitors of human hexokinase HKDC1; 0.16% of 340,000 active; Q2TB90; inhibition, % at 20 µM; recombinant HKDC1, G6PDH/diaphorase resazurin coupled fluorescence;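 active means inhibition above about 35% when tested at 20 µM, limit read from the data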;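 further: plate controls were DMSO wells with enzyme for no effect and DMSO wells lacking enzyme for full effect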
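Test system: Recombinant HKDC1 (HK5) hexokinase enzyme, produced in-house | Input: HKDC1 at 5 µg/mL | Buffer or medium: Tris pH 8.0 buffer with MgCl2, Tween-20, BSA, BME | Schedule: 90 min reaction incubation at room temperature, dark | Technique: Resazurin-to-resorufin fluorescence via G6PDH and diaphorase coupling, 525/613 nm | Controls: DMSO wells with and without enzyme mix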
Starred values were filed as active, the others as inactive; i = inactive; . = no result given.

[1] O=C1CN(C(=O)COC(=O)CNS(=O)(=O)c2ccccc2)c2ccccc2N1
[2] COc1ccccc1CN1CCNC(=O)C1CC(=O)NCC1CCOCC1 (stereo not drawn)
[3] CCOc1c2ccc(C(=O)N[C@H](C)C3CCCCC3)cc2nn1CCOC
[4] COc1ccc(-c2noc(CN3CCN(c4ccccc4F)CC3)n2)cc1OC
[5] O=C1Nc2ccccc2Oc2cc([N+](=O)[O-])ccc21
[6] O=C(CCCN1C(=O)S/C(=C\c2ccccc2)C1=O)NNC(=O)c1ccccc1O
[7] Cc1ccc(N(C(=O)CNC(=O)c2cccs2)C(C(=O)NC2CCCC2)c2ccncc2)cc1 (stereo not drawn)
[8] Cc1ccc(NC(=O)CSc2nnc(Cn3cnc4ccccc43)o2)c(C)c1
[9] CC(=O)NC(=S)Nc1ccc(S(=O)(=O)N(C)Cc2ccccc2)cc1
[10] COC(=O)c1c(NC(=O)CN2CCN(c3ccccc3Cl)CC2)sc(C)c1C
compound no. | 1 | 2 | 3 | 4 | 5 | 6 | 7 | 8 | 9 | 10
SENP8 inh | 14 | -16 | i | 11 | 19 | -134 | 14 | 15 | 8 | -37
MPTP block | -0.5 | 0.2 | -0.2 | 0.9 | 0.5 | -0.3 | -0.3 | 0.9 | -0.1 | 16
PfGluPho inh | -9 | -4 | -17 | -15 | 35 | -20 | -42 | -17 | 2 | -5
ATG4B inhibitor | 13 | 11 | 4 | 9 | -8 | -1 | 5 | -10 | 19 | 17
NR3A LBD binder | -1 | -1 | -5 | -19 | -1 | 0 | 0 | -1 | -3 | 0
SENP7 block | 4 | 11 | -3 | 2 | 9 | -14 | 3 | -7 | 3 | 7
SENP6 block | 13 | -13 | -4 | -9 | 21 | 7 | 2 | 7 | 6 | 0
HKDC1 inh | -5 | 4 | -7 | -3 | 3 | -13 | 4 | 1 | -5 | -7

Individual results from the entries so far.
COc1ccc(-c2noc(CN3CCN(c4ccccc4F)CC3)n2)cc1OC in SENP8 inh shows 11
COc1ccccc1CN1CCNC(=O)C1CC(=O)NCC1CCOCC1 (stereo not drawn) in SENP6 block shows -13
Cc1ccc(NC(=O)CSc2nnc(Cn3cnc4ccccc43)o2)c(C)c1 in NR3A LBD binder shows -1

Later entries.
[11] O=C(N=Nc1c(O)[nH]c2ccc(Cl)cc12)c1cc(-c2cccs2)nc2ccccc12
[12] CCN(c1cccc(C)c1)S(=O)(=O)c1ccc2c(c1)NC(=O)CS2
[13] O=C(O)CCCN1C(=O)/C(=C/c2ccc(-c3nc4ccccc4s3)o2)SC1=S
[14] CCn1c(=O)n(CC)c2cc(NC(=O)CSc3ccc([N+](=O)[O-])cn3)ccc21
[15] Cc1cc(-c2ccccc2)nc(N/N=C/c2ccc(N(C)C)cc2)n1
[16] Cc1ccccc1N1CCN(C(=O)C2CCCCC2)CC1
[17] CCc1ccc(NC(=O)CCN2C(=O)c3cccnc3C2=O)cc1
[18] NC(=O)c1cccc(-c2cnc(N)c(C(=O)c3cccnc3)n2)c1
[19] CCCCn1c(SCC(=O)Nc2nnc(CC)s2)nc2ccccc2c1=O
[20] Cc1cc(C(=O)N2CCN(c3ccccn3)CC2)no1
compound no. | 11 | 12 | 13 | 14 | 15 | 16 | 17 | 18 | 19 | 20
SENP8 inh | -5 | 15 | -81 | 14 | 16 | 9 | 17 | -37 | 6 | 8
MPTP block | 1.9 | -1.9 | 30 | -2.7 | 3.8 | 0.7 | -0.2 | -0.9 | 1.2 | -2.4
PfGluPho inh | -18 | 8 | -25 | 12 | 6 | -2 | -1 | -16 | -5 | -1
ATG4B inhibitor | 7 | -10 | -5 | -6 | -15 | 6 | -2 | 3 | -6 | -4
NR3A LBD binder | -6 | 1 | 26* | -2 | -3 | -1 | -1 | 3 | -2 | 0
SENP7 block | . | -7 | -2 | -4 | 6 | 6 | 3 | . | -15 | 6
SENP6 block | . | 3 | 3 | -8 | 2 | -3 | -8 | . | -9 | -4
HKDC1 inh | 0 | 1 | 0 | 0 | -2 | -8 | 1 | 2 | -9 | -15

Records listed above shown as hits in NR3A LBD binder.
[13] O=C(O)CCCN1C(=O)/C(=C/c2ccc(-c3nc4ccccc4s3)o2)SC1=S
compound no. | 13
SENP8 inh | -81
MPTP block | 30
PfGluPho inh | -25
ATG4B inhibitor | -5
NR3A LBD binder | 26*
SENP7 block | -2
SENP6 block | 3
HKDC1 inh | 0

Down the list, from the results shown:
Compounds 14–20 in SENP7 block, in turn: -4, 6, 6, 3, ., -15, 6
Compounds 14–20 in ATG4B inhibitor, in turn: -6, -15, 6, -2, 3, -6, -4

Additional entries follow.
[21] CSc1nc2ccc(NC(=O)c3ccc(Cl)s3)cc2s1
[22] COc1ccccc1NS(=O)(=O)c1ccc(N/N=C/c2c(C)nn(-c3ccccc3)c2N2CCCC2)c([N+](=O)[O-])c1
[23] Nc1nc(-c2ccc(Br)cc2)c(S(=O)(=O)c2ccccc2)s1
[24] COc1ccc(N2CCN(C(=O)CCN3C(=O)c4ccccc4S3(=O)=O)CC2)cc1
[25] CSCC(=O)N1CCC(n2nccc2NC(=O)CCCc2ccccc2)CC1
[26] O=C(NCc1cccnc1)Nc1cccc([N+](=O)[O-])c1
[27] COc1ccc(C(C)=O)cc1CN1C(=O)NC2(CCCCCC2)C1=O
[28] Cc1ccc(-c2cc(C(=O)N3CCOCC3)no2)cc1
[29] CCC1CCC2(CC1)NC(=O)N(CC(=O)Nc1cccc(S(=O)(=O)N(C)c3ccccc3)c1)C2=O (stereo not drawn)
[30] O=C(c1ccco1)c1cn(CC(=O)N2CCCCC2)c2ccccc12
compound no. | 21 | 22 | 23 | 24 | 25 | 26 | 27 | 28 | 29 | 30
SENP8 inh | -23 | 45* | 8 | 18 | 8 | 12 | 8 | 10 | 2 | -57
MPTP block | 2.2 | 12 | 0.4 | 2.4 | -0.9 | 1.5 | 1.4 | 0.6 | 0.6 | 0.2
PfGluPho inh | 8 | 6 | 14 | -11 | 0 | 4 | -4 | 13 | 9 | 4
ATG4B inhibitor | -5 | -1 | -10 | 11 | 0 | 8 | -3 | 3 | -11 | -4
NR3A LBD binder | -1 | 1 | -5 | 1 | 1 | -5 | 8 | 0 | -3 | 2
SENP7 block | 45 | 10 | 4 | -3 | -2 | -6 | -8 | 58* | 0 | -1
SENP6 block | -25 | 23 | 9 | 0 | 12 | 2 | 0 | 61* | 10 | 26
HKDC1 inh | -1 | -8 | -1 | -6 | -7 | -2 | -1 | -2 | 6 | 3

5 entries picked at random from the list so far:
[23] Nc1nc(-c2ccc(Br)cc2)c(S(=O)(=O)c2ccccc2)s1
[30] O=C(c1ccco1)c1cn(CC(=O)N2CCCCC2)c2ccccc12
[26] O=C(NCc1cccnc1)Nc1cccc([N+](=O)[O-])c1
[29] CCC1CCC2(CC1)NC(=O)N(CC(=O)Nc1cccc(S(=O)(=O)N(C)c3ccccc3)c1)C2=O (stereo not drawn)
[28] Cc1ccc(-c2cc(C(=O)N3CCOCC3)no2)cc1
compound no. | 23 | 30 | 26 | 29 | 28
SENP8 inh | 8 | -57 | 12 | 2 | 10
MPTP block | 0.4 | 0.2 | 1.5 | 0.6 | 0.6
PfGluPho inh | 14 | 4 | 4 | 9 | 13
ATG4B inhibitor | -10 | -4 | 8 | -11 | 3
NR3A LBD binder | -5 | 2 | -5 | -3 | 0
SENP7 block | 4 | -1 | -6 | 0 | 58*
SENP6 block | 9 | 26 | 2 | 10 | 61*
HKDC1 inh | -1 | 3 | -2 | 6 | -2

(next part)
[31] Cn1c(=O)c2c(nc(CN3CCN(CCO)CC3)n2Cc2cccc3ccccc23)n(C)c1=O
[32] Cc1ccc(CNC(=S)N2CCOCC2)cc1
[33] O=C(O)c1ccc(N=N/C(=N\Nc2ccc(C(=O)O)cc2)c2ccccc2)cc1
[34] CS(=O)(=O)c1ccc(C(=O)OCC(=O)N(CCc2ccccc2)Cc2ccccc2)cc1
[35] Cc1ccc(S(=O)(=O)N2CCN(C(=O)Cc3ccc(S(=O)(=O)N4CCOCC4)s3)CC2)cc1
[36] CCOC(=O)C1(C(=O)OCC)NC(=O)CC1CC(C)C (stereo not drawn)
[37] COc1ccc(NC(=O)C2CCCN(S(=O)(=O)c3ccc4[nH]c(=O)ccc4c3)C2)cc1 (stereo not drawn)
[38] CN(C)/C=c1\sc2c(C#N)cc(C(=O)c3ccc(Br)cc3)n2c1=O
[39] Cc1ccc(C)c(NC(=O)CN(C)C(=O)/C=C/c2ccco2)c1
[40] COc1ccc(-n2nnnc2SCC(=O)Nc2ccc3c(c2)OCCO3)cc1OC
compound no. | 31 | 32 | 33 | 34 | 35 | 36 | 37 | 38 | 39 | 40
SENP8 inh | 16 | 2 | 45* | 15 | 1 | -2 | -2 | -25 | -4 | 23
MPTP block | 0.8 | 0.1 | 3.3 | -2.5 | -0.3 | -1.1 | -0.8 | -0.2 | 0.7 | -1.2
PfGluPho inh | -12 | 13 | -30 | 13 | 0 | -11 | 7 | 15 | -5 | -4
ATG4B inhibitor | 0 | -8 | 7 | -20 | -13 | -6 | 3 | -18 | 4 | 3
NR3A LBD binder | -4 | 1 | 23* | 0 | 0 | 0 | 1 | -1 | -1 | -1
SENP7 block | -4 | 3 | -4 | 5 | -9 | . | -6 | -1 | -3 | 0
SENP6 block | 3 | -21 | 22 | -9 | 2 | . | 4 | -12 | -9 | 13
HKDC1 inh | 6 | -9 | 4 | 2 | -2 | -3 | -8 | 10 | -1 | -3

[41] CCOC(=O)[C@@H]1[C@H]2COc3ccc(Br)cc3[C@@H]2N2C(=O)N(c3ccc(C(F)(F)F)cc3)C(=O)[C@@]12C
[42] C=CCSc1ncccc1C(=O)NCc1ccccc1
[43] COCCn1c(SCc2nc(N)nc(Nc3ccccc3C)n2)nc2ccccc2c1=O
[44] CCn1c(SCC(=O)NC2CCCCC2)nnc1-c1ccccn1
[45] COc1cc(-c2nnc(-c3ccc(S(=O)(=O)c4ccccc4)cc3)o2)cc(OC)c1OC
[46] CCOC(=O)/C=C/C(=O)Nc1ccc(S(=O)(=O)N(C)c2ccccc2)cc1
[47] COc1ccccc1NC(=O)Cc1nn(C)c(=O)c2ccccc12
[48] Nc1ccnn1Cc1cccs1
[49] O=C1Nc2ncccc2OC1CCCl (stereo not drawn)
[50] CC(=O)NS(=O)(=O)c1ccc(NC(=O)CN2C(=O)C3C4C=CC(C4)C3C2=O)cc1 (stereo not drawn)
[51] Cc1cc(C)c(NC2=CC(=O)CC(C)(C)C2)c(C#N)c1
[52] COc1ccc2cc(C(=O)C3CCCN(C(=O)c4cnn(C(C)C)c4)C3)ccc2c1 (stereo not drawn)
[53] OCCN(CC(O)Cn1ccc2ccccc21)CC(O)Cn1ccc2ccccc21 (stereo not drawn)
compound no. | 41 | 42 | 43 | 44 | 45 | 46 | 47 | 48 | 49 | 50 | 51 | 52 | 53
SENP8 inh | 2 | 24 | 17 | 5 | -417 | 4 | 30 | 2 | -38 | 9 | -4 | -274 | -4
MPTP block | -0.9 | 1.6 | -0.6 | -0.6 | 0.2 | 8.7 | 31 | 1.6 | -2.8 | 0.4 | -1.6 | 2.8 | -0.3
PfGluPho inh | 14 | -7 | 2 | 6 | -1 | 26 | -10 | -3 | -6 | 0 | -3 | 3 | 10
ATG4B inhibitor | -2 | -5 | -9 | -4 | -2 | -6 | -15 | -4 | 5 | -10 | -2 | -2 | -18
NR3A LBD binder | -7 | 3 | -1 | -1 | -1 | -6 | -3 | 10 | 4 | 0 | -2 | -1 | 0
SENP7 block | 5 | 5 | 1 | 5 | . | -5 | -8 | 3 | 5 | -2 | 0 | -3 | 9
SENP6 block | 8 | 1 | -21 | -2 | . | -9 | -7 | 1 | -5 | -3 | 6 | 1 | 2
HKDC1 inh | 6 | -6 | -11 | -5 | -8 | -5 | -4 | -3 | 0 | -1 | 3 | -1 | -3
